Assay outcomes (PubChem)
DT40 TDP1 CPT: qHTS for Inhibitors of human tyrosyl-DNA phosphodiesterase 1 (TDP1): qHTS in cells in presence of CPT; chicken DT40 Tdp1-/-;hTDP1 cells + 20 nM CPT, ATP luminescence, 48 h; 420,000 tested, 12% active; Potency, µM (top dose mostly 46.2 µM), for the others: at the highest dose activity change, negative = growth inhibition, usual class: inhibitors; note: nearly all actives have a fitted effect of over 55% in size
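Chicken DT40 Tdp1-/- cells complemented with human TDP1, 400 cells/well, exposed to compounds plus 20 nM camptothecin for at least 48 h at 37 C; viability read as ATP content by CellTiter-Glo luminescence.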
FEN1 inh: qHTS Assay for the Inhibitors of Human Flap endonuclease 1 (FEN1) | Potency, µM (top dose mostly 114 µM), without a hit: at the highest dose activity change, negative = inhibition, hits mostly inhibitors | Recombinant FEN1 flap cleavage, fluorescence, 15 min | 390,000 tested, 0.35% active | P39748; note: nearly all actives have a fitted effect of over 65% in size
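Compounds are tested as a concentration series against 10 nM FEN1; after a 15 min room-temperature preincubation, 50 nM substrate starts cleavage, with plate reads at 0 and 15 min. Normalized responses are fitted by a Hill equation.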
GCN5L2 inh: qHTS Assay for Inhibitors of GCN5L2; GCN5L2 HAT assay, ThioGlo1 CoA-SH fluorescence; 390,000 tested, 0.21% active; Potency, µM (series often up to 58.9 µM), without a hit: at the highest dose activity change, negative = inhibition, most hits filed as inhibitors
Target sequence (Q92830 whole entry, looked up): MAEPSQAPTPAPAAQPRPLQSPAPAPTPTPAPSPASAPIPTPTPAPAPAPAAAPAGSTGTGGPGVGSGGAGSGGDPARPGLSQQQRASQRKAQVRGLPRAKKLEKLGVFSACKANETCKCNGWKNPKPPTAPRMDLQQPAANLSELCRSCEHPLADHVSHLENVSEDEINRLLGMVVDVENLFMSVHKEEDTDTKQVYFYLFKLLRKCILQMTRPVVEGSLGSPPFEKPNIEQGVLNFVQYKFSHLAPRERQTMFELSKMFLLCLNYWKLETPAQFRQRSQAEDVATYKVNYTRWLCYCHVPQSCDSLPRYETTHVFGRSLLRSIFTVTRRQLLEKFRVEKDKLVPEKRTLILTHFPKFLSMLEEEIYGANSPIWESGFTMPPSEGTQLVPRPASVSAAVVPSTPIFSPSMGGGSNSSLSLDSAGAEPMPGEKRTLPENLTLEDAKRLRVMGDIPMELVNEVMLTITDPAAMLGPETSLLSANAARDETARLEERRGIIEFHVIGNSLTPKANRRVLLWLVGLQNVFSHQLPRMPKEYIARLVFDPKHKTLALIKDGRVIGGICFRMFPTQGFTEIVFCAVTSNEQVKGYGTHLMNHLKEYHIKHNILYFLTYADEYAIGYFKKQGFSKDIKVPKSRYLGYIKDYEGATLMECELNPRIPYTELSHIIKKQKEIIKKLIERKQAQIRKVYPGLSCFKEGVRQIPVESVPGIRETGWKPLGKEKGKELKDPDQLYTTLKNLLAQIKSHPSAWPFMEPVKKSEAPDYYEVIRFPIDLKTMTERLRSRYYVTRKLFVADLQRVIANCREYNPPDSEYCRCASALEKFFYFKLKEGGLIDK
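GCN5L2 (20 nM) in 50mM HEPES pH 7.5, 0.1mM EDTA, 0.01% Tween-20 preincubated 15 min with compounds at room temperature. Reaction started with H3(1-25) 75uM, acetyl-CoA 70uM, ThioGlo1 50uM; CoA-thiol fluorescence (Ex340/Em540) read at 0 and 20 min.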
Starred values were filed as active, the others as inactive; ? = inconclusive; / = no result given. Calls come from the whole dose curve; as a rule, active = well fitted curve in the direction sought with a large enough effect; inconclusive = small, poorly fitted or top-dose-only effect, or another doubt; inactive = no such curve, though single readings can be large; an effect the other way counts as inactive or inconclusive. % is set by controls: 0 for no effect and ±100 for the full control effect; potency is the fitted concentration of half-maximal effect. These rows are one share of the data; the hit share may differ from the screen's.

Sample of the layout (2 entries):
Screens in order – DT40 TDP1 CPT, FEN1 inh, GCN5L2 inh
O=[N+]([O-])c1ccc(N2CCN(c3ccc(O)cc3)CC2)c(Cl)c1
 : -70%, 10%, -6%
COc1ccc2[nH]c(-c3ccc(C)cc3)cc(=O)c2c1
 : 13µM*, -12%, -1%

Main list, repeating the preview:
Screens in order – DT40 TDP1 CPT, FEN1 inh, GCN5L2 inh
O=[N+]([O-])c1ccc(N2CCN(c3ccc(O)cc3)CC2)c(Cl)c1
 : -70%, 10%, -6%
COc1ccc2[nH]c(-c3ccc(C)cc3)cc(=O)c2c1
 : 13µM*, -12%, -1%
Cc1cccc(NC(=O)CSc2ncnc3nc[nH]c23)c1C
 : -14%, -3%, 2%
Cc1ccc(C)c(N(CC(=O)NCCSCc2ccco2)S(C)(=O)=O)c1
 : -17%, -13%, -14%
Cc1ccc(S(=O)(=O)NCc2cccnc2)c(C)c1
 : -20%, 0%, -10%
C/C(=N/NS(C)(=O)=O)c1ccc2ccccc2c1
 : 2%, 0%, -1%
Cc1c(CCOC(=O)CC23CC4CC(CC(C)(C4)C2)C3)sc[n+]1CC(=O)c1ccccc1
 : 16µM*, 1%, 2%
CC(OC(=O)c1cccc(-n2cnnn2)c1)C(=O)Nc1ccc(F)cc1 (stereo unspecified)
 : ?, -8%, -20%
COc1ccc(CCn2c(C)nc3ccccc3c2=O)cc1OC
 : ?, 18%, -8%
O=C(N/N=C/c1ccc(C(=O)O)cc1)C(=O)N1CCCCCC1
 : -15%, -5%, -6%
COCC1CCN(Cc2cn[nH]c2-c2cc(OC)c(OC)c(OC)c2)CC1
 : 1%, 11%, -2%
Cc1cc(C)c(OCCCNCc2ccccc2)c(Br)c1
 : 18µM*, -3%, -11%
CSC[C@@H]1NC(=S)N(c2ccc(C)cc2)C1=O
 : 5.2µM*, 4%, 5%
COc1nc(NCC(C)C)nc(Oc2ccc(OCc3ccccc3)nn2)n1
 : -20%, -3%, -2%
CCOc1ccc(N(C(=O)CNC(=O)c2ccco2)C(C(=O)NC2CCCC2)c2cccnc2)cc1 (stereo unspecified)
 : -10%, 9%, -3%
OCCNCc1cccc(OCc2ccc(Cl)cc2)c1
 : ?, 12%, -4%
O=C1C(=O)N(c2ccccc2)c2ccccc21
 : ?, -9%, -6%
O=C(O)C1CCN(c2ccc([N+](=O)[O-])cc2[N+](=O)[O-])CC1
 : ?, -5%, 0%
CN(C(=O)c1cc2nc(-c3ccco3)cc(C(F)(F)F)n2n1)C1CCCCC1
 : ?, -11%, -6%
CCCNC(=S)Nc1ccc(S(N)(=O)=O)cc1
 : -2%, 0%, 1%
O=C(NNS(=O)(=O)c1ccc(F)cc1F)C1Cc2c(ccc3ccccc23)O1 (stereo unspecified)
 : 18µM*, -4%, -1%
COCCNC(=O)CN1CCCCCC1
 : -6%, 10%, 2%
COc1ccc(CCNC(=O)C2CCN(c3nc4ccccc4nc3C(F)(F)F)CC2)c(OC)c1
 : -29%, 4%, 1%
O=C(Nc1ccccc1C(=O)NCc1cccnc1)c1ccccc1F
 : -5%, 8%, -26%
CC1(C)CC(=O)c2sc(NC(=O)CN3CCCCC3)nc2C1
 : -5%, 5%, -5%
O=C(Cc1ccc(O)cc1)NC1CCCCCC1
 : -20%, 12%, -10%
Cc1ccc(C(C(=O)NC2CCCCC2)N(Cc2ccccc2)C(=O)Cc2c[nH]c3ccccc23)o1 (stereo unspecified)
 : ?, -1%, -11%
O=c1cc(NCCO)c2ccccc2o1
 : 2%, 2%, 0%
CCc1ccc(/C(C)=N/NC(=O)c2ccccn2)cc1
 : -3%, 4%, -7%
Cc1coc2c(C)c3oc(=O)c(CCC(=O)N(C)CC(=O)O)c(C)c3cc12
 : 6%, -19%, ?

Full records, quoted from the list. Values in the order: DT40 TDP1 CPT	FEN1 inh	GCN5L2 inh
CC(OC(=O)c1cccc(-n2cnnn2)c1)C(=O)Nc1ccc(F)cc1 (stereo unspecified) across the screens: ?	-8%	-20%
Cc1cccc(NC(=O)CSc2ncnc3nc[nH]c23)c1C across the screens: -14%	-3%	2%
Cc1c(CCOC(=O)CC23CC4CC(CC(C)(C4)C2)C3)sc[n+]1CC(=O)c1ccccc1 across the screens: 16µM*	1%	2%
O=[N+]([O-])c1ccc(N2CCN(c3ccc(O)cc3)CC2)c(Cl)c1 across the screens: -70%	10%	-6%
O=C(Nc1ccccc1C(=O)NCc1cccnc1)c1ccccc1F across the screens: -5%	8%	-26%

The list goes on:
Screens in order – DT40 TDP1 CPT, FEN1 inh, GCN5L2 inh
CCOC(=O)c1ccc(NC(=O)Cn2nc(C)c3nn(-c4ccc(Cl)cc4)c(C)c3c2=O)cc1
 : -20%, 6%, -10%
CC(C)c1ccc(NC(=O)COC(=O)/C=C/c2cccc([N+](=O)[O-])c2)cc1
 : -4%, -2%, -15%
Cc1ccc(-c2cc(C(=O)N3CCN(S(=O)(=O)c4ccc(Br)cc4)CC3)[nH]n2)cc1C
 : 9.2µM*, -8%, -18%
C/C(=N\NC(=O)c1ccc(Cn2cc([N+](=O)[O-])cn2)o1)c1cccc(NC(=O)C(C)C)c1
 : ?, -2%, -1%
Cc1ccc[n+](/C(C(=S)NCc2ccco2)=C(/[O-])c2ccccc2Cl)c1
 : -22%, -13%, -8%
COc1cc(NC(=O)c2cccs2)c(OC)cc1NC(=O)CCC(=O)Nc1cccc2ncccc12
 : -29%, -3%, 1%
Cc1ccc(S(=O)(=O)N(CC(O)CN2C(=O)NC(C)(C)C2=O)c2ccccc2)cc1 (stereo unspecified)
 : -22%, 2%, -1%
Cc1ccc(-c2c[n+]3c(n2-c2ccccc2)SCC3)cc1
 : 3.3µM*, -9%, 3%
Cc1cccn2cc(-c3cccc(S(=O)(=O)N4CCCCC4)c3)nc12
 : -24%, -20%, -28%
Cc1ccccc1-n1c(=O)c2ccccc2n(Cc2ccc(F)cc2)c1=O
 : ?, -4%, -7%
Clc1ccccc1OCCSc1nnc(-c2cccs2)o1
 : -4%, -27%, -11%
CC1=[N+](C)N(c2ccccc2)C(=O)C1N=C/C=C/c1ccccc1 (stereo unspecified)
 : -16%, -17%, -2%
Nc1nnc(SCC(=O)NC2CCCCC2)s1
 : -1%, 0%, 1%
O=C(NNC(=O)c1ccc(O)c(Cl)c1)c1cccc(S(=O)(=O)N2CCOCC2)c1
 : -19%, 2%, -18%
CCOc1ccccc1N1CCN(c2nc(N)c(C#N)c(CC#N)c2C#N)CC1
 : ?, -15%, -10%
CC(=O)Nc1nc2ccccc2n1CCN1CCOCC1
 : 4%, -18%, -2%
CCn1c(SCC(=O)NCCc2ccc(F)cc2)nnc1-c1cccs1
 : -18%, 1%, ?
Cc1ccc(Nc2nnc(C)c3ccccc23)c(C)c1
 : -4%, -11%, /
Cc1cc(NS(=O)(=O)c2ccc(NC(=O)c3ccoc3C)cc2)nc(C)n1
 : -1%, -4%, -7%
c1cncc(C(c2nnnn2C2CCCC2)N2CCN(Cc3ccc4c(c3)OCO4)CC2)c1 (stereo unspecified)
 : -6%, -1%, -1%
Cc1cccc2c1NC(=O)C2=Nc1ccc(Cl)cc1
 : -24%, 13%, -20%
Cc1cc(-c2ccc(S(=O)(=O)N3CCN(c4cccc(C(F)(F)F)c4)CC3)s2)on1
 : -22%, -21%, -6%
Cc1c(CCC(=O)O)c(=O)oc2cc(O)ccc12
 : 5%, 6%, 28µM*
C/C(=N\NC(=O)c1ccccc1)c1ccccc1F
 : 10%, 15%, -3%
Cc1cc(C)cc(OCC(=O)NNC(=O)CCN2C(=O)c3ccccc3C2=O)c1
 : -4%, 12%, 1%
C[C@H]1CN([C@@H](C)CO)C(=O)c2cccc(NC(=O)C3CC3)c2O[C@H]1CN(C)S(=O)(=O)c1cccs1
 : -15%, 31%, 0%
CCC1=Nc2cc(C(=O)NCC3CCCO3)ccc2Sc2ccc(Br)cc21 (stereo unspecified)
 : 3.7µM*, -23%, -13%
O=C(Nc1ccc(Cl)c(C(F)(F)F)c1)c1nc2ccccc2nc1N1CCCCC1
 : ?, -6%, -12%
COc1cccc(NS(=O)(=O)c2ccc3[nH]cc(C(=O)NCCC(C)C)c(=O)c3c2)c1
 : 10µM*, 9%, 0%
COc1ccc2c(c1OC)C(=O)OC2Nc1nc(-c2cc3ccccc3oc2=O)cs1 (stereo unspecified)
 : -2%, -6%, -5%
N#Cc1nc(-c2cccc3ccccc23)oc1NCC1CCCO1 (stereo unspecified)
 : -13%, -16%, -23%
O=C(NCC1CCCO1)C1CCN(CC2CCCCC2)CC1 (stereo unspecified)
 : 10%, -13%, -6%
COc1cc(SC)ccc1C(=O)Nc1cccc(S(=O)(=O)NC2=NCCC2)c1
 : -25%, -13%, -2%
CC(C)(C)NC(=O)C1CC(=O)OC12CCOC(C)(C)C2 (stereo unspecified)
 : 6%, 12%, -5%
C[C@@H]1O[C@@H](O[C@H]2[C@H](O)[C@@H](O)[C@H](Oc3c(-c4ccc(O)cc4)oc4cc(O)cc(O)c4c3=O)O[C@@H]2CO)[C@H](O)[C@H](O)[C@H]1O
 : -3%, -19%, -3%
O=C(CSc1nnc(CNC(=O)c2c(F)cccc2F)o1)NCc1ccc(F)cc1
 : -23%, -10%, 3%
CC(OC(=O)c1cc[n+]([O-])cc1)C(=O)Nc1ccc(Cl)cn1 (stereo unspecified)
 : -8%, 1%, -5%
COc1ccc(CCNC(=O)C(=O)NCC(c2ccc3c(c2)OCO3)N2CCOCC2)cc1OC (stereo unspecified)
 : -8%, 4%, -2%
O=C(c1cnccn1)N1CCC2(CC1)CCN(C(c1ccccc1)c1ccccc1)CC2
 : -4%, /, 7%
Cc1ccccc1NC(=O)c1cccc(N2C(=O)C3C4CCC(C4)C3C2=O)c1 (stereo unspecified)
 : 6%, -2%, -5%
O=C(Cn1cnc2c(cnn2-c2ccccc2)c1=O)N1CCCc2ccccc21
 : ?, 2%, -3%
CC(=O)c1ccccc1OCCOCCOc1ccccc1C(C)=O
 : ?, -9%, 1%
CCCNC(=O)c1c(N)n(-c2cc(OC)cc(OC)c2)c2nc3ccccc3nc12
 : ?, -1%, ?
CCOC(=O)CN1C(=O)SC(Nc2ccc(C)cc2)C1=O (stereo unspecified)
 : -9%, 3%, 9%
O=C(CSc1nnc(-c2ccc3c(c2)OCCO3)o1)N1CCCC1
 : -11%, 22%, -5%
COC(=O)[C@@H]1C[C@H]2CC[C@H](O)C[C@H]2N1Cc1ccccc1OC(=O)c1cccs1
 : -7%, -9%, -19%
COc1ccc(NC(=O)CSc2nnc3ccc(-c4ccccn4)nn23)c(OC)c1
 : 2%, -3%, -4%
CCOc1ccc(-c2noc(CCCC(=O)NCC3CCCO3)n2)cc1OC (stereo unspecified)
 : -2%, -5%, -6%
CCNC(=O)COc1ncnc2scc(-c3ccc(F)cc3)c12
 : 4%, 17%, -6%
CC(=O)c1c(-c2ccccc2)c2cc(Cl)ccc2[nH]c1=O
 : 2%, 9%, -5%
Cc1ccc(C2(C)NC(=O)N(CC(=O)Nc3ccccc3C(=O)NC3CCCC3)C2=O)cc1 (stereo unspecified)
 : 1%, 2%, -7%
O=C(c1ccco1)N1CCN(C(=O)c2cnn3cccnc23)CC1
 : -4%, 8%, -2%
NS(=O)(=O)c1ccc(CCNS(=O)(=O)c2cccc3cccnc23)cc1
 : 9%, -6%, -4%
CC(C)c1nnc(N2C(=O)c3oc4ccccc4c(=O)c3C2c2cccc(O)c2)s1 (stereo unspecified)
 : 5%, 1%, -6%
CC(C)(C)c1ccc(S(=O)(=O)NCc2ccccn2)cc1
 : -18%, 6%, 5%
CCOC(=O)c1sc(-c2ccc(Cl)cc2Cl)nc1O
 : 26µM*, 1%, -21%
O=C(Nc1ccc(Cl)cc1)c1cc2nc(C3CC3)cc(C(F)(F)F)n2n1
 : -15%, -9%, 0%
CC1CN(C(=O)COC(=O)c2nn(-c3ccccc3)c(=O)c3ccccc23)CC(C)O1 (stereo unspecified)
 : -11%, 21%, -2%
Cc1ccc(NS(=O)(=O)N2CCOCC2)cc1
 : -14%, 1%, 1%
Cc1[nH]c2ccccc2c1C(=O)CN1CCCCC1CCO (stereo unspecified)
 : ?, 4%, -5%

(cont.)
Screens in order – DT40 TDP1 CPT, FEN1 inh, GCN5L2 inh
C=C(C)C(=O)OCC(C)C
 : 15%, 0%, -14%
CCNC(=O)NC(C(=O)OC)C12CC3CC(CC(C3)C1)C2 (stereo unspecified)
 : ?, 12%, -6%
Cc1cc(N2CCN(C)CC2)nc2ccc(NC(=S)N3CCOCC3)cc12
 : 10%, 0%, 0%
Cc1ccc2nc(NC(=O)C3CC3C)sc2c1 (stereo unspecified)
 : ?, 14%, -1%
CC(=O)c1ccc(NC(=O)CN2C(=O)CCC2=O)cc1
 : 19%, 7%, -6%
CNC(=S)N(CCc1c(C)[nH]c2ccc(OC)cc12)Cc1cccnc1
 : -5%, 0%, -2%
